NR3A LBD binder – modulates the human NR3A ligand-binding domain; NR3A LBD differential scanning fluorimetry, Tm shift; 0% = protein alone, 100% = glycine-bound protein; Tm shift relative to glycine control, % at 25 µM; AID 1259313; actives 2.5% (n = 340,000);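 active = melting temperature shift of at least 10% of the positive control shift, at one fixed dose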
CCR6 antagonist – blocks CCL20-driven beta-arrestin recruitment at human CCR6. P51684. CHO-K1 CCR6 PathHunter beta-arrestin, luminescence, CCL20-stimulated. inhibition, % at 20 µM. actives 0.49% (n = 340,000). AID 493098;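 active = compounds whose inhibition of the agonist-driven luminescence signal at 20 µM reaches about 50%, limit read from the data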;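 also: cells stimulated with CCL20 at 14 nM final; plate controls were DMSO with CCL20 for no effect and DMSO without agonist for full effect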
A3G deaminase – APOBEC3G (human) deaminase inhibition; Q9HC16; recombinant A3G, ssDNA deamination FAM/TAMRA fluorescence; inhibition, % at 20 µM; actives 0.28% (n = 330,000); AID 493012;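 active = inhibition of at least 40% at 20 µM, with no more than 30% in the related APOBEC3A deaminase screen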;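 also: plate controls were DMSO wells with A3G for no effect and wells lacking A3G enzyme for full effect; some compounds called inactive have numbers as strong as hits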
Target sequence (Q9HC16 whole entry, looked up): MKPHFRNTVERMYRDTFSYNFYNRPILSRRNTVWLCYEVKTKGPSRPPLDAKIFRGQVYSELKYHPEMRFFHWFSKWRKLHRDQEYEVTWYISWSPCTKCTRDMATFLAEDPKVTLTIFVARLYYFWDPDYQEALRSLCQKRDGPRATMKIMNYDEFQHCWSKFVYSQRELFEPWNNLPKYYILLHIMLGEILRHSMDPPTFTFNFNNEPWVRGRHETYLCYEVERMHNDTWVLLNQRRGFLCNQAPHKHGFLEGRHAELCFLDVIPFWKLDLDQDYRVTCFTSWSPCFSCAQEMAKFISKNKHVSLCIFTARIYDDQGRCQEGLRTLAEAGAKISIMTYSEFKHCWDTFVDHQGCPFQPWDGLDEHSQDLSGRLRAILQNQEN
APOBEC3A inh – human APOBEC3A DNA deaminase inhibition; P31941; inhibition, % at 20 µM; recombinant A3A, FAM/TAMRA ssDNA deamination fluorescence; actives 0.41% (n = 330,000);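 active = at least 40% inhibition at 20 µM here, with at most 30% in a related deaminase screen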;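 also: plate controls were A3A with DMSO for no effect and wells lacking A3A enzyme for full effect; some results filed as inactive read as strong as hits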
Target sequence (P31941 whole entry, looked up): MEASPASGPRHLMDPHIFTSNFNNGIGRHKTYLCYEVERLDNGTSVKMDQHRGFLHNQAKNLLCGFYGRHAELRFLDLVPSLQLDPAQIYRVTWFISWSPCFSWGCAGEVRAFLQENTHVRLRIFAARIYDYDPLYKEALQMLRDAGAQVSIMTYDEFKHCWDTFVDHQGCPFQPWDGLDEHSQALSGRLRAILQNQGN
Gli-Sufu antag – antagonists of Gli-Sufu signaling. inhibition, % at 5 µM. Sufu-KO-LIGHT fibroblasts, Gli luciferase reporter luminescence. AID 588413. actives 0.74% (n = 340,000);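 active = inhibition above about 55%, limit read from the data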;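 also: 0% = DMSO-treated cells and 100% = wells with medium but no cells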
CXCR6 inh – inhibitors of human CXCR6 receptor | CHO-K1 PathHunter CXCR6 beta-arrestin, luminescence | AID 602244 | inhibition, % at 20 µM | actives 0.36% (n = 360,000); in the data active = inhibition above about 34%, passing the limit was not always enough;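 also: antagonist mode with CXCL16 agonist at 10 nM final; 0% = 10 nM CXCL16 with DMSO and 100% = unstimulated wells without agonist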
EBI2 antag – antagonists of human EBI2 receptor; P32249; EBI2 beta-arrestin recruitment, luminescence, 7a,25-OHC stimulated; inhibition, % at 5 µM; actives 0.81% (n = 360,000); AID 651636; in the data active = inhibition above about 38%;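 also: enzyme fragment complementation signal reports receptor beta-arrestin coupling in cells; 0% = agonist plus DMSO wells and 100% = wells without agonist; some results beyond the cut were filed as inactive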
Target sequence (P32249 whole entry, looked up, the tested form may be a part): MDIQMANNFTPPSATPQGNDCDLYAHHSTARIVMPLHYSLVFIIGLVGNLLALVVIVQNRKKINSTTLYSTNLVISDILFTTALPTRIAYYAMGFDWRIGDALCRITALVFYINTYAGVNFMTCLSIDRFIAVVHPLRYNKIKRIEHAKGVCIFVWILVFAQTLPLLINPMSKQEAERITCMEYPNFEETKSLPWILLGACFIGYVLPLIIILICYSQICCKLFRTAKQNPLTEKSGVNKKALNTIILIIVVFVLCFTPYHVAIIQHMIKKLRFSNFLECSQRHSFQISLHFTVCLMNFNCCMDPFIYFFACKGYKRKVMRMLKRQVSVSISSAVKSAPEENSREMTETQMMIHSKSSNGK
MPTP inh – inhibitors of mitochondrial permeability transition pore. isolated mouse mitochondria, Ca2+ swelling absorbance, 30 min. inhibition, % at 10 µM. actives 1.4% (n = 360,000);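 active = inhibition of 50% or more, scaled per plate between neutral and stimulator controls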;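 also: 0% = DMSO wells given calcium and 100% = 1 mM EGTA wells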
An asterisk follows results filed as active.

SMILES	NR3A LBD binder	CCR6 antagonist	A3G deaminase	APOBEC3A inh	Gli-Sufu antag	CXCR6 inh	EBI2 antag	MPTP inh
CCN1CCN(C(=O)Cn2c(=O)sc3ccccc32)CC1	1	6	23	4	6	4	-3	-1.4
C=Cn1cc[n+](CC(=O)c2ccc(Cl)c(Cl)c2)c1	2	8	-3	-3	8	0	-4	-1.3
COCc1ccc(C(=O)NC2CCCc3c2cnn3-c2cc(C)cc(C)c2)s1 (centres undefined)	-1	22	3	2	22	-3	-4	7.8
c1ccc(-c2nnc(SCCC3OCCCO3)o2)cc1	2	9	-1	1	-73	5	-6	1.0
CNC(=O)NC(=O)CSc1nc2ccccc2n1CCOC	1	5	-4	-2	-7	-3	-3	-0.1
Cc1ccc(Oc2cc(NC(=O)CCCn3nc([N+](=O)[O-])cc3C)cc([N+](=O)[O-])c2)cc1	10*	27	-3	-2	4	1	15	5.3
COC(=O)c1nc(N)sc1C	-1	18	-6	-3	-9	-1	-10	-0.4
CC(C)NC(=O)c1ccc(OC2CSC2)cc1	-3	-2	-3	-1	-1	0	5	-1.9
Cc1ncc([N+](=O)[O-])n1CCOC(=O)c1ccc(Cl)cc1Cl	-1	16	-2	-2	1	0	4	-0.8
O=C(NCc1nc2ccccc2[nH]1)c1ccccc1F	4	-3	-1	4	-8	-1	9	1.0
COc1ccc(-c2c(-c3ccsc3)oc3ccc(N4CCOCC4)cc23)cc1	-1	10	-9	-3	2	1	-4	0.4
C=CCn1c(CSCc2ccc(C)cc2)nnc1SCC(=O)NCc1ccccc1	0	7	-3	-4	10	-6	7	-3.3
COc1ccc(N2CCN(C(=O)CCc3nnc4ccc(N5CCOCC5)nn34)CC2)cc1	-1	14	6	-3	45	-2	6	1.7
COc1ccccc1CC(=O)NC1CCC(C)CC1 (centres undefined)	-1	5	3	0	3	8	-9	-0.7
Cc1ccc(-n2c(C)cc(C(=O)CSc3nnc4ccccn34)c2C)cc1	0	5	1	-4	-63	4	3	5.0
COc1ccc(-c2oc3ccc(-c4ccc(OC)nc4)cc3c2-c2ccc(OC)cc2)cc1	-3	10	-10	5	7	1	20	1.1
COc1ccc(CCNC(=S)NC2CCN(Cc3ccccc3)CC2)cc1	-2	15	-1	-1	40	3	3	22
CCOCCCNc1nc2c(-c3ccccc3)nnn2c2ccccc12	-2	6	-7	-2	2	8	-6	2.7
O=S(=O)(Cc1noc(-c2ccccc2Cl)n1)c1ccccn1	-2	11	5	10	-23	-3	-10	-0.5
Cc1ccc(C(=O)O)cc1[N+](=O)[O-]	-1	-2	-3	2	-3	-5	2	0.2
COc1ccc(Cl)cc1NC(=O)CN(C)C1CCS(=O)(=O)C1 (centres undefined)	-2	9	-4	-1	10	-6	-4	-0.1
Cc1cc(C(=O)C(=O)O)c(C)n1-c1ccc(Cl)cc1	0	0	-7	-3	-2	-10	-19	-1.1
CCCCc1nnc(NC(=O)c2cccc(S(=O)(=O)N3CCN(C)CC3)c2)s1	-1	0	21	58*	3	3	-15	1.8
Nc1cc(C(=O)O)ccc1Nc1ccc(F)c(F)c1	1	5	-4	2	5	4	-7	0.1
CCOC(=O)c1ccc(S(=O)(=O)N2CCN(C3CC(=O)N(c4ccccc4C(F)(F)F)C3=O)CC2)cc1 (centres undefined)	0	0	-9	-4	0	-4	-2	-1.8
Nc1ccc(-c2nc3ccc([N+](=O)[O-])cc3[nH]2)cc1	25*	29	-3	4	-98	-2	-1	-9.8
CCN1CCN(CCCNC(=O)CS(=O)(=O)Cc2nc(-c3cccc(OC)c3)oc2C)CC1	-1	18	9	5	-6	-9	-18	-2.1
COc1ccc(C(=O)NNC(=O)COC(=O)c2sccc2C)cc1	-3	4	0	6	-6	-7	3	0.0
O=C(NCCc1ccco1)C(=O)NCC1OCCCN1S(=O)(=O)c1ccc(F)cc1 (centres undefined)	-1	1	-14	-4	-15	-3	-2	-1.2
O=C1OC(COc2ccc(Br)cc2)CN1c1ccccc1 (centres undefined)	1	1	-8	-4	3	-4	29	3.2

Part of the list above, showing only CXCR6 inh and APOBEC3A inh:
molecule,CXCR6 inh,APOBEC3A inh
CCOC(=O)c1ccc(S(=O)(=O)N2CCN(C3CC(=O)N(c4ccccc4C(F)(F)F)C3=O)CC2)cc1 (centres undefined),-4,-4
C=CCn1c(CSCc2ccc(C)cc2)nnc1SCC(=O)NCc1ccccc1,-6,-4
Nc1cc(C(=O)O)ccc1Nc1ccc(F)c(F)c1,4,2
CCOCCCNc1nc2c(-c3ccccc3)nnn2c2ccccc12,8,-2
COC(=O)c1nc(N)sc1C,-1,-3

With a hit mark in NR3A LBD binder, of those listed so far:
| canonical_smiles | NR3A LBD binder | CCR6 antagonist | A3G deaminase | APOBEC3A inh | CXCR6 inh | EBI2 antag | MPTP inh |
| --- | --- | --- | --- | --- | --- | --- | --- |
| Cc1ccc(Oc2cc(NC(=O)CCCn3nc([N+](=O)[O-])cc3C)cc([N+](=O)[O-])c2)cc1 | 10* | 27 | -3 | -2 | 1 | 15 | 5.3 |
| Nc1ccc(-c2nc3ccc([N+](=O)[O-])cc3[nH]2)cc1 | 25* | 29 | -3 | 4 | -2 | -1 | -9.8 |

The list continues:
SMILES	NR3A LBD binder	CCR6 antagonist	A3G deaminase	APOBEC3A inh	Gli-Sufu antag	CXCR6 inh	EBI2 antag	MPTP inh
O=c1c2c(-c3ccccc3)csc2nc2n1CCC2	0	8	-4	-19	-10	-4	-2	-8.6
O=C(Cc1ccccc1)NCCS(=O)c1ccc(Cl)cc1 (centres undefined)	-1	-7	-7	1	-5	4	-3	0.9
O=C(NCCCn1ccnc1)c1ccc2ccccc2c1	-3	-2	-8	1	2	4	15	-0.6
CN(C)S(=O)(=O)c1cccc(-c2nn(-c3ccccc3)cc2/C=C(\C#N)c2nc3ccccc3[nH]2)c1	-1	9	-2	-1	-3	11	18	8.1
OC(CN=c1sc2ccccc2n1CC(O)COc1ccccc1)COc1ccccc1 (centres undefined)	-10	-5	-7	-2	1	2	9	3.7
C/C=C/c1ccc(OCC(=O)Nc2ccc(C(N)=O)cc2)c(OC)c1	-5	2	-6	0	12	-8	-6	-1.8
Cc1ccc(-c2nnc(Cc3ccc([N+](=O)[O-])cc3)o2)cc1	-1	5	-3	2	-36	-18	8	1.1
COc1cccc(-n2c(CN3CCN(c4ccc(C)cc4)C(C)C3)nc3ccc([N+](=O)[O-])cc3c2=O)c1 (centres undefined)	-2	15	-12	0	7	0	1	2.5
Cc1ccc(-n2ncc3c2CC(C)(C)CC3NC(=O)CCc2ccncc2)cc1 (centres undefined)	0	17	-7	-2	11	1	4	-0.6
COc1ccc(OC)c(NC(=O)c2c3c(nc4ccccc24)CCC3)c1	-2	-4	-7	-1	9	-6	-8	1.3
Cc1ccc(NCCC(=O)c2cccs2)cc1	13*	4	-1	-1	-39	-6	0	-3.5
CC(=O)NC1CC2CCCC(C1)N2CC(=O)Nc1ccccc1 (centres undefined)	1	-7	-4	-2	-1	3	-4	-0.6
CCOC(=O)c1sc(NC(=O)CSc2nnnn2-c2ccc(C)cc2C)nc1C	1	30	2	1	-36	-2	-3	-1.1
Cc1ccc(-c2nnc(Nc3ccc(CC(N)=O)cc3)c3ccccc23)cc1S(=O)(=O)NCCO	1	22	-7	-6	3	-1	-6	-0.2
COc1ccc(/C=C/C(=O)N(CC(C)C)C2CCS(=O)(=O)C2)cc1 (centres undefined)	1	14	-2	-2	-2	-2	1	-0.7
COc1ccc(C2C(C(=O)NCCN3CCOCC3)c3ccccc3C(=O)N2C)cc1OC (centres undefined)	0	-21	1	1	5	1	17	-0.3
CCOC(=O)C1Oc2ccccc2C(c2cccc3ccccc23)=C1C(=O)OC (centres undefined)	-4	27	2	4	-3	11	6	0.6
Cc1noc(C)c1C(=O)N1CCC(C(=O)c2ccc(F)cc2F)CC1	2	-4	32	3	5	2	-17	1.7
CCCCn1nc(C(=O)Nc2c(C)n(C)n(-c3ccccc3)c2=O)c2ccccc2c1=O	-1	13	-4	1	5	4	-6	0.1
COc1ccc(S(=O)(=O)N2CCc3ccccc32)cc1[N+](=O)[O-]	2	18	-1	0	0	2	2	-1.2

Of the compounds above, 3 contain two or more sulfur atoms.
SMILES	NR3A LBD binder	CCR6 antagonist	A3G deaminase	APOBEC3A inh	Gli-Sufu antag	CXCR6 inh	EBI2 antag	MPTP inh
C=CCn1c(CSCc2ccc(C)cc2)nnc1SCC(=O)NCc1ccccc1	0	7	-3	-4	10	-6	7	-3.3
CCCCc1nnc(NC(=O)c2cccc(S(=O)(=O)N3CCN(C)CC3)c2)s1	-1	0	21	58*	3	3	-15	1.8
CCOC(=O)c1sc(NC(=O)CSc2nnnn2-c2ccc(C)cc2C)nc1C	1	30	2	1	-36	-2	-3	-1.1

Later entries
SMILES	NR3A LBD binder	CCR6 antagonist	A3G deaminase	APOBEC3A inh	Gli-Sufu antag	CXCR6 inh	EBI2 antag	MPTP inh
CSc1ccc(CN2CCC(C(=O)NCc3ccc(C)cc3)CC2)cc1	-1	19	-6	0	4	10	33	0.3
COc1ccc(N=C2SCC(c3ccc([N+](=O)[O-])cc3)=NN2CCO)cc1	-1	19	-3	0	-15	-4	22	8.1
COc1ccc(C(=O)NCC(c2ccco2)N2CCOCC2)cc1OC (centres undefined)	0	2	-12	-1	-4	6	-8	-1.9
CC(C)(C)NC(=O)C(c1ccncc1)N(C(=O)CNC(=O)c1ccco1)c1ccc(F)cc1 (centres undefined)	1	11	-5	0	-9	-8	-3	-0.9
C=CCNC(=O)NC(=O)COn1nnc2ccc(S(=O)(=O)N(C)C)cc21	-1	5	-9	3	-16	7	-16	0.2
Cc1nc(NC(=O)c2cc3ccccc3o2)sc1C	-3	27	-4	-4	-62	3	1	-0.3
CCOC(=O)N1CCC(N2CCCC(C(=O)c3cc(F)ccc3OC)C2)CC1 (centres undefined)	-1	5	4	4	30	-2	1	2.2
O=S(=O)(c1c(F)cccc1F)C1CCN(S(=O)(=O)c2ccc3c(c2)OCCO3)CC1	-4	-6	-6	2	-14	-4	-6	-0.2
Cc1ccc(S(=O)(=O)N(C)C[C@@H]2Oc3ccc(NC(=O)Cn4cnnn4)cc3C(=O)N([C@@H](C)CO)C[C@H]2C)cc1	-1	4	-4	-1	-18	1	-4	-1.2
O=C(NC(=O)c1ccc(F)cc1F)Nc1ccc(Cl)cc1	0	4	-3	-3	-39	-3	-9	2.3
Cc1c(Cl)cnc(NC(=O)COC(=O)c2ccc3c(c2)OCO3)c1Cl	-2	18	2	2	7	0	-4	7.0
CCCC(=O)Nc1nnc(Cc2ccccc2)s1	-3	-25	-5	-1	0	-2	1	0.4
COc1ccc(/C=N/NC(=O)c2cccc([N+](=O)[O-])c2)cc1O	-19	6	2	0	4	5	8	-1.1
COc1ccccc1C(=O)N1CCC(N2CCN(c3ccccc3)CC2)CC1	0	8	-8	-3	6	-6	-21	0.9
Cc1ccc(NC(=O)CCl)c(C)c1	-2	0	2	3	4	3	-1	0.1
CN(CC(=O)Nc1cccc(F)c1)C(=O)CCCc1nc2ccccc2c(=O)[nH]1	0	18	13	3	-5	4	2	-0.4
Cc1c(NS(=O)(=O)c2cc(C(=O)NC(C)c3ccccc3)ccc2Cl)c(=O)n(-c2ccccc2)n1C (centres undefined)	-1	-3	-10	-2	-12	-14	-1	0.7

Assay outcomes (PubChem BioAssay)
